Abeta yeast res: restores growth of yeast expressing A-beta42 peptide | yeast expressing A-beta42, growth rescue, OD600, 48 h; response scale: 0% DMSO, 100% iron-clioquinol control | Potency, µM (highest dose often 46.1 µM), for inactives: at the top dose growth rescue, hits mostly activators | 410,000 tested, 0.063% active | AID 1347071; further: potency means the concentration at half of the fitted maximal effect; nearly all actives have a fitted effect of over 55% in size
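Growth rescue measured by 600 nm absorbance after 48 h yeast culture at 30 C with compound. Values normalized between DMSO and an equimolar ferric chloride plus clioquinol control.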
EPAC1 antag: blocks human EPAC1 exchange factor; EPAC1 GEF assay, Rap1b-BODIPY-GDP exchange fluorescence; O95398; 360,000 tested, 0.14% active; Potency, µM (highest dose often 115 µM), for the others: at the highest dose activity change, negative = inhibition, actives largely listed as inhibitors; AID 720709;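 further: potency means the concentration at half of the fitted maximal effect; plate controls were vehicle for no effect and positive control for full effect; nearly all actives have a fitted effect of over 50% in size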
PI5P4Ka inh: inhibitors of human PI5P4K alpha; P48426; max response, %; 330,000 tested, 1.2% active; PI5P4Kalpha enzyme, ADP-Glo luminescence, 60 min; stronger effect = lower value; active means max response of -50% or lower; inconclusive means between -30% and -50%; inactive means -30% or higher; further: value at the top dose of about 77 µM; on the % scale 0 is the no-effect control and ±100 the full control effect
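Enzyme plus substrate dispensed, test compounds pinned in, then ATP (5 microM final) added. After 60 min at RT, ADP-Glo reagent 1 for 45 min and reagent 2 for 30 min preceded luminescence imaging.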
PLK1 PBD block: inhibitors of human PLK1 polo-box domain binding | P53350 | Plk1 PBD binding of FITC phosphopeptide, fluorescence polarization | Potency, µM, for inactives: max response, negative = inhibition, usual class: inhibitors | 360,000 tested, 2.8% active; further: potency means the concentration at half of the fitted maximal effect; series mostly up to about 57 µM; on the % scale 0 is the no-effect control and ±100 the full control effect; nearly all actives have a fitted effect of over 65% in size
EPAC1 agonist: activates human EPAC1 exchange factor; Potency, µM (titrated, usually from 154 µM), without a hit: at the top dose activation, hits mostly activators; EPAC1 agonist qHTS, biochemical assay; response scale: 100% = response to 6.5 mM cAMP; AID 720707; 360,000 tested, 0.073% active; further: potency means the concentration at half of the fitted maximal effect; nearly all actives have a fitted effect of over 60% in size
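Multi-concentration qHTS readout: loss of Rap1B-bound BODIPY-GDP fluorescence driven by 100 nM EPAC1 with excess GDP (50 uM), monitored kinetically at room temperature; agonist response expressed relative to 6.5 mM cAMP.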
FUS yeast rescue: FUS proteinopathy suppression in yeast; S. cerevisiae FUS-expressing, growth rescue, OD600, 24 h; 390,000 tested, 0.24% active; Potency, µM (doses to about 76.6 µM), inactives show at the top dose growth rescue (activation), usual class: activators;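 further: potency means the concentration at half of the fitted maximal effect; plate controls were DMSO vehicle for no effect and reference control for full effect; nearly all actives have a fitted effect of over 55% in size; some results filed as inactive show a strong effect at the top dose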
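S. cerevisiae expressing FUS from galactose induction served as the toxicity model. Growth after 24hr at 30C, read as absorbance at 600 nm, indicates suppression of toxicity; compounds dosed at several concentrations.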
aSyn yeast inh: alpha-synuclein toxicity inhibition in yeast. Yeast expressing alpha-synuclein, growth rescue, BacTiter-Glo, 24 h. Potency, µM (top dose mostly 46.1 µM), for inactives: top-dose growth rescue (activation), usual class: activators. 370,000 tested, 0.14% active. AID 652106; further: potency means the concentration at half of the fitted maximal effect; % of control where 0% means no effect; nearly all actives have a fitted effect of over 65% in size
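Screening used galactose-induced yeast with toxic alpha-synuclein levels, exposed to compound for 24 hr at 30 deg C. Cell growth, read with BacTiter-Glo luminescence, gave the measured signal.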
WRN helicase inh: inhibitors of human WRN helicase; Q14191; WRN helicase unwinding, fluorescent forked duplex, kinetic; Potency, µM (titrated, usually from 114 µM), for the others: at the top dose activity change, negative = inhibition, hits mostly inhibitors; 360,000 tested, 0.46% active; AID 651768; further: potency means the concentration at half of the fitted maximal effect; on the % scale 0 is the no-effect control and ±100 the full control effect; nearly all actives have a fitted effect of over 55% in size
Target sequence (Q14191 whole entry, looked up): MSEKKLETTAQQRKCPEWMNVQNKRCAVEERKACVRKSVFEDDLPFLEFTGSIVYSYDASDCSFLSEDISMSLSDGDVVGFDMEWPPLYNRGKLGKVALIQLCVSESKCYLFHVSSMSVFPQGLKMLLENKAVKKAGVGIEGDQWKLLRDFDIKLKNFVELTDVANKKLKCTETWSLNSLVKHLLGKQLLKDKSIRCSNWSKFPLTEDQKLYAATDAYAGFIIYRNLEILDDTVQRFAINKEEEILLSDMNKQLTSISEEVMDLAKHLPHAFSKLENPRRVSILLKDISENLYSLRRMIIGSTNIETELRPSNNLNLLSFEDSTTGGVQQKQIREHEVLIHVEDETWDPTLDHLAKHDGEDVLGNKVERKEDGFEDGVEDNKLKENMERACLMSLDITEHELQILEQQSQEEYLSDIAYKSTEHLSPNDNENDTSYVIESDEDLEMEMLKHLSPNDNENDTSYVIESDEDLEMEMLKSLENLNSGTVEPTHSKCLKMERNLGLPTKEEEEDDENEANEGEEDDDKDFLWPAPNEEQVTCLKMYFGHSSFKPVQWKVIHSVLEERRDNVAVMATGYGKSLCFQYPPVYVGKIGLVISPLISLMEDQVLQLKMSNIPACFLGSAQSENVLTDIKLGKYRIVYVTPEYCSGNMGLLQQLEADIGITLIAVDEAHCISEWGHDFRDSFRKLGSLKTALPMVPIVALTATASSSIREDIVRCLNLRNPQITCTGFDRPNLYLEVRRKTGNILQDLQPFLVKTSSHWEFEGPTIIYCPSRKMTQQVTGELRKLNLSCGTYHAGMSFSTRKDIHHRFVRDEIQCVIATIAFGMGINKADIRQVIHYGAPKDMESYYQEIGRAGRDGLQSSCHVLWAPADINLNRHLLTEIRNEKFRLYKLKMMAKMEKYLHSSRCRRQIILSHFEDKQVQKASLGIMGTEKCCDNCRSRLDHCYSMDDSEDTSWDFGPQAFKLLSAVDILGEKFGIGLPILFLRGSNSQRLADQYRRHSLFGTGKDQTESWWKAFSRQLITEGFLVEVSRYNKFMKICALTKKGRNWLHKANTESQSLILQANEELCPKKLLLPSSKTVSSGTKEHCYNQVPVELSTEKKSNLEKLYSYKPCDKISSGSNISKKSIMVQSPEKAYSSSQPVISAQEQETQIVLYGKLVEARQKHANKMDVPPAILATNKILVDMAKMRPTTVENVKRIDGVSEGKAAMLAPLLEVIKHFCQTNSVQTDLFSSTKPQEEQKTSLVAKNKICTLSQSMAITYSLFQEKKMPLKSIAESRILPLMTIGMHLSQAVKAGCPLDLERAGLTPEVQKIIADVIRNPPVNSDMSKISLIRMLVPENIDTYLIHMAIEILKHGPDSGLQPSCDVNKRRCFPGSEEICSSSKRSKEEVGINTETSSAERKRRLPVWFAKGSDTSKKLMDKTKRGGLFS
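Primary qHTS, 1536-well format. 20 nM WRN + compound, 15 min RT; start with 100 nM forked fluorophore/quencher duplex, 2 mM ATP (final); kinetic read ex 525/em 598 nm.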
IL-2 act: activators of IL-2. 360,000 tested, 0.065% active. IL-2 activation reporter assay, cell-based qHTS; stimulated with anti-CD3/CD4/CD28 beads; in transgenic mouse T cells. activation, % (series mostly up to about 46 µM); in the data active means activation above about 50%; inconclusive means mostly about 30% to 49%; further: 0% is about no effect
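Using fluorescent plate cytometry, EGFP and DsRed are detected in transgenic mouse T cells stimulated 18 h at 37 degrees C with antibody-coated beads after 60 min compound pretreatment.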
The depositor's hits bear a star; ? = inconclusive; · = not tested or not shown; [ ] = remark or other dose. Unless noted, the call rests on the fitted dose curve; in most records, active means well fitted curve in the direction sought with a large enough effect; inconclusive means small, poorly fitted or top-dose-only effect, or another doubt; inactive means no such curve, though single readings can be large; an effect the other way counts as inactive or inconclusive.

Order of results: PLK1 PBD block, PI5P4Ka inh, IL-2 act, EPAC1 antag, aSyn yeast inh, FUS yeast rescue, WRN helicase inh, Abeta yeast res, EPAC1 agonist
> Nc1ccc(S(=O)C(F)(F)F)cc1 (configuration not stated)
  -5%, -1, -1.5, 23%, -12%, -12%, -3%, 4%, 4%
> CCCN(CC(=O)Nc1ccccc1OC)C(=O)c1ccc(S(=O)(=O)Nc2ccccc2OC)cc1
  2%, -4, -0.8, -1%, ?, ?, -12%, -2%, -6%
> C/C(=N\O)C(C)NC(=O)c1ccccc1 (configuration not stated)
  -7%, -4, 1.0, -9%, -1%, ·, 8%, 11%, 12%
> C[C@H](NC(=O)c1ncn2c1C(=O)N[C@@H](C)C2)C(=O)OC(C)(C)C
  -4%, -5, -3.8, 6%, -1%, -7%, 3%, -10%, -27%
> COc1cc(/C=C2\SC(=S)N(c3cccnc3)C2=O)ccc1O
  -28%, -7, 8.8, -12%, -12%, -5%, ?, -4%, 7%
> O=C(O)C1CCC(CNCc2ccccc2Cl)CC1 (configuration not stated)
  -1%, 7, -3.5, -11%, -1%, ·, -4%, -13%, -7%
> COC(=O)c1c(NC(=O)/C=C/c2ccc3c(c2)OCO3)sc(C)c1C
  -2%, -2, 0.1, 0%, 4%, -12%, -10%, 1%, 3%
> O=C(c1noc2c1CCCC2)N1CCc2c([nH]c3ccccc23)C1c1ccccn1 (configuration not stated)
  0%, -5, -2.4, -25%, 3%, 30%, -2%, ?, 5%
> Cc1ccc(-c2nn3c(C)nnc3s2)cc1NC(=O)c1ccc(Br)o1
  -6%, -4, 0.3, -21%, 15%, 10%, -1%, -6%, 3%
> O=C1C2C3c4ccccc4C(Br)(c4ccccc43)C2C(=O)N1c1ccccc1O (configuration not stated)
  6%, 3, 1.8, 0%, -1%, 15%, 4%, 7%, -12%
> C=CCOc1ccc(CNn2nnnc2N)cc1
  -4%, -2, -0.7, -2%, 2%, 22%, -4%, 1%, 6%
> Cc1ccc(C(C(=O)NC2CCCC2)N(Cc2ccc3c(c2)OCO3)C(=O)Cc2cccs2)cc1 (configuration not stated)
  -3%, 6, -0.8, 0%, -1%, -1%, -4%, 26%, 0%
> CCOC(=O)c1c(/N=C/N(C)C)sc(/C=N/Nc2ccccc2)c1-c1ccc(Cl)cc1
  30µM*, 2, 1.6, -10%, -2%, 22%, 3%, -3%, 3%
> COC(=O)[C@@H](Cc1ccc(O)cc1)NC(=O)[C@H]1CCC(=O)N1C(=O)OCc1ccccc1
  3%, 0, -0.5, 4%, 1%, -10%, 3%, 1%, -5%
> CN(CC(=O)Nc1ccc(F)c(F)c1F)C(=O)C1CCCCC1
  6%, -1, 0.5, -6%, 7%, -26%, 6%, 19%, -7%
> O=C(NC(=S)Nc1ccccc1Cl)C1CC1
  -11%, 1, -3.2, 16%, -19%, -3%, -1%, 24%, 4%
> CCN1CCN(CCC(=O)Nc2cc(C)ccc2C)CC1
  -8%, -3, -2.6, -1%, 1%, 8%, 16%, 16%, -4%
> C=CCOC(=O)c1sc(NC(=O)c2ccc(OC)cc2)nc1C
  -1%, -2, -1.4, -17%, 3%, -7%, 0%, -13%, 2%
> O=C(O)c1ccccc1NCc1ccsc1
  -12%, -8, -0.2, -7%, 27%, 3%, -1%, 4%, 2%
> CCCSc1nc2c(c(=O)[nH]c(=O)n2C)n1Cc1ccccc1
  -4%, 1, 3.9, -7%, ?, -13%, 4%, -2%, -1%
> CCOC(=O)c1ccc(C(=O)OCC)nc1
  -5%, -1, -2.5, -7%, 6%, 2%, -1%, 1%, 4%
> Cc1ccccc1Cn1nc(C)c(NC(=O)c2noc3c2CCCC3)c1C
  -12%, ·, 0.3, -9%, 4%, 17%, -10%, 4%, 1%
> CC(C)NC(=O)c1cc2c(-c3ccc(Cl)cc3)nn(C)c2s1
  -21%, 2, -2.5, -17%, 0%, -22%, 1%, -4%, 10%
> CSc1ccccc1NS(=O)(=O)c1cccc2nonc12
  -19%, -1, -0.6, -19%, 9%, 28%, -6%, 11%, -7%
> O=C(CSc1nnc(Cc2ccccc2)o1)N1CCCc2ccccc21
  ?, ·, -3.9, 4%, 0%, -2%, -7%[57.1 µM], -1%, 4%
> Cc1cc(C)c2c(c1)/C(=N/Nc1ccc(S(N)(=O)=O)cc1[N+](=O)[O-])CCC2
  -5%, -4, 0.9, ?, -7%, 41%, -10%, ·, 1%
> COc1ccc(CCNC(=O)CSc2nnc3ccc(-c4ccccn4)nn23)cc1
  -5%, 4, -0.5, 5%, 6%, 1%, -6%, -15%, 0%
> COc1ccccc1-c1nc(S(=O)(=O)c2ccccc2)c(N2CCOCC2)o1
  -13%, -4, -6.2, -3%, 9%, ·, -17%, 2%, -4%
> O=C(COc1ccc(Cl)cc1)N/N=C/c1cccc2cccnc12
  -3%, 9, -1.0, -5%, 0%, 1%, -10%, -13%, -27%
> O=C(O)c1ccccc1C(=O)NCc1cccnc1
  -3%, 3, -0.5, 3%, -4%, -14%, -30%[57.1 µM], -1%, -3%

Other structures follow:
Order of results: PLK1 PBD block, PI5P4Ka inh, IL-2 act, EPAC1 antag, aSyn yeast inh, FUS yeast rescue, WRN helicase inh, Abeta yeast res, EPAC1 agonist
> O=C(c1ccc(CS(=O)(=O)c2ccccc2)o1)N1CCOCC1
  -6%, 1, 1.2, -1%, 6%, -13%, 2%, 2%, 7%
> Cc1cccc(NC(=O)CNC(=O)COC(=O)c2ccco2)c1C
  -1%, -5, 1.3, 5%, -1%, -12%, 1%, -5%, 13%
> CC1=NN(c2ccc(C)cc2)C(=O)/C1=C/c1ccc(-c2cc([N+](=O)[O-])ccc2O)o1
  ?, -94*, -1.1, ?, -17%, 2%, ?, -9%, -4%
> CC[C@]12c3[nH]c4cc(CCC(=O)N(C)C)ccc4c3CCN1C(=O)[C@@H](CC(=O)NCc1ccco1)C[C@@H]2C(=O)N1CCN(C(=O)c2ccco2)CC1
  -2%, 1, 1.2, -9%, -7%, 2%, 1%, -7%, -3%
> Cc1cc(NC(=O)CN2C(=O)NC3(CCC(C)CC3)C2=O)no1 (configuration not stated)
  -10%, -5, -1.5, -9%, -1%, -6%, ?, -4%, 10%
> O=C1Nc2ccccc2/C1=C/c1cccnc1
  27µM*, -8, -3.4, -1%, 19%, 4%, -7%, -6%, 5%
> Cc1sc2ccccc2c1CNC[C@H]1O[C@@H](n2ccc(=O)[nH]c2=O)[C@H](O)[C@@H]1O
  3%, 1, -0.4, -4%, ?, -13%, -4%, 11%, 10%
> COc1ccc(-c2c(C)nn3c(N)c(-c4ccccc4)cnc23)cc1OC
  -1%, 6, 0.0, -8%, 7%, -6%, -5%, -24%, 6%
> CCOC(=O)CCc1c(C)nc(SCc2ccc(C(=O)O)cc2)c(C#N)c1C
  -17%, -7, 0.7, -14%, -6%, 0%, 8%, -1%, 3%
> O=C(O)/C(=C\c1cccc([N+](=O)[O-])c1)c1ccc(S(=O)(=O)N2CCCCC2)s1
  -13%, -14, -2.7, -7%, -9%, -18%, -15%, -13%, -17%
> COc1ccc([N+](=O)[O-])cc1NC(=O)C1CCCCC1C(=O)O (configuration not stated)
  -18%, -3, -4.1, -5%, -10%, ·, 5%, -9%, 5%
> COC(=O)c1nnn(-c2nonc2N)c1CSc1ccccn1
  0%, -3, -0.8, 6%, -7%, -5%, 2%, 21%, 5%
> CC1=C(C#N)C(/C=N/OCc2ccc(F)cc2Cl)CC(=O)N1 (configuration not stated)
  30µM*, -9, 0.7, 15%, 11%, 4%, 10%, -17%, -2%
> Cc1ccc(C)c(NS(=O)(=O)c2cc(C(=O)Nc3cccc(N(C)S(C)(=O)=O)c3)ccc2C)c1
  2%, ·, -1.4, -9%, 8%, 21%, -15%, -2%, 20%
> Clc1ccc(-c2noc(CCCc3ccccc3)n2)cc1
  -4%, 14, -0.3, -1%, ·, -7%, -4%, 5%, 8%
> O=C(NN1CCCCC1)c1ccccc1
  -15%, -2, 2.4, 4%, 2%, ·, 6%, -6%, 5%
> Cc1oc(C(C)(C)C)cc1C(=O)Nc1ccc(C(=O)O)cc1
  -8%, 0, -0.3, 6%, -16%, 5%, 1%, -25%, -7%
> Fc1cccc(Cl)c1/C=N/n1c(-c2cccnc2)n[nH]c1=S
  17µM*, ?, -4.5, 5%, 0%, -3%, -3%, -7%, 3%
> CC(C)(C#N)NC(=O)C1CCCN1S(=O)(=O)c1ccc2ccccc2c1 (configuration not stated)
  0%, 3, -1.9, 5%, -1%, 2%, 10%, -13%, -11%
> O=C(c1ccccc1)c1cc([N+](=O)[O-])ccc1N1CCOCC1
  -2%, -2, -2.2, 1%, 5%, 9%, 3%, 14%, 1%
> CC(=O)N1CC(C)Oc2ccc(S(=O)(=O)Nc3ccc(Cl)cn3)cc21 (configuration not stated)
  -1%, 5, 1.3, 1%, 1%, 11%, 12%, 8%, -12%
> Cc1c(C(c2cccs2)c2c(C)n(C)n(-c3ccccc3)c2=O)c(=O)n(-c2ccccc2)n1C
  -6%, -3, 0.8, -1%, -3%, -2%, -34%, 3%, 6%
> O=S(=O)(c1ccccc1)N1CCN(c2cccc(Cl)c2)CC1
  -1%, 10, -1.9, -20%, -1%, -7%, -3%, 12%, 16%
> S=c1sscc1-c1ccccc1
  ?, 7, -0.4, -6%, 2%, -18%, 4%, 16%, 9%
> O=C(COC(=O)c1c(F)cccc1F)Nc1ccc(N2CCCCC2)cc1
  2%, 0, 0.1, -4%, -3%, 27%, 4%, 1%, -8%
> Cc1nc(CNC(=O)C2CCC(=O)N(CCc3ccc(Cl)cc3)C2)sc1C (configuration not stated)
  -13%, 1, 1.3, 1%, 1%, 25%, -1%, -4%, -4%
> Cc1ccc(S(=O)(=O)NCCC(=O)OCc2ccc([N+](=O)[O-])cc2)cc1C
  -4%, -7, -5.5, -15%, 0%, 37%, -9%, -6%, 0%
> COc1ccc(N2CCN(C(=O)c3ccc(NS(=O)(=O)c4ccc(F)cc4)cc3)CC2)cc1
  -8%, 0, 0.4, -7%, 1%, ?, 3%, 1%, 9%
> Cc1ccc(S(=O)(=O)NC(=O)C2(C)CCN2C(=O)Cc2cccs2)cc1 (configuration not stated)
  -19%, 1, -0.4, -14%, 14%, -10%, 2%, -27%, 4%
> COc1ccc(N=Cc2sc3ccccc3c2Cl)cc1
  -7%, ·, 8.9, 10%, -5%, 5%, -24%, -22%, 0%
